Screening results: PubChem, several laboratories
MsrA act: bovine methionine sulfoxide reductase A activation; purified bovine MsrA, absorbance read-out; activation, % at 10.6 µM; actives 0.3% (n = 360,000); AID 602163; in the data active = activation above about 7.5%;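 note: 0% = vehicle and 100% = reference activator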
eLon inh: E. coli protease La inhibition. purified E. coli Lon protease, fluorescence polarization. actives 0.42% (n = 360,000). P0A9M0. AID 602123. inhibition, % at 7.94 µM; in the data active = inhibition above about 13%, passing the limit was not always enough;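 note: 0% = enzyme with probe and DMSO and 100% = no enzyme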
Target sequence (P0A9M0 whole entry, looked up): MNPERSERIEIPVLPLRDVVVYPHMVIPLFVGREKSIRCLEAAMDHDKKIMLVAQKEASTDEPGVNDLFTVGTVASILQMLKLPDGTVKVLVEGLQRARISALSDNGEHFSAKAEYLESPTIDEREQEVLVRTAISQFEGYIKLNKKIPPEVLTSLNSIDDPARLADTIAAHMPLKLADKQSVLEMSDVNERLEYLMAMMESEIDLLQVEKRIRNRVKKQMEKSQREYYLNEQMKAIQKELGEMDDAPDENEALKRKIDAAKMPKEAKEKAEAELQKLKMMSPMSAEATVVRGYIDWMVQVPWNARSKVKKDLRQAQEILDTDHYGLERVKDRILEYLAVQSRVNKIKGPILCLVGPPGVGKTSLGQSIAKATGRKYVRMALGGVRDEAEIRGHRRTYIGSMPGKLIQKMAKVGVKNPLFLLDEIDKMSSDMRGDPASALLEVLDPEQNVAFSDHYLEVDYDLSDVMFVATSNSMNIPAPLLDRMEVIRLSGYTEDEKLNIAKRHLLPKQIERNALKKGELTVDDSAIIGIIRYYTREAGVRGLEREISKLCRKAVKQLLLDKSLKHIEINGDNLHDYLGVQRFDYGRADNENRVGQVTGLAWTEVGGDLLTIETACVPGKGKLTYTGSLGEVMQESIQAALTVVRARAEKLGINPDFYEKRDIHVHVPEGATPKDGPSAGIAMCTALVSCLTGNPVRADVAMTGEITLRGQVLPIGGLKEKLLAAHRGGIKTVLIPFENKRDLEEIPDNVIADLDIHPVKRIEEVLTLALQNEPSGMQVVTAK
MsrA inh: inhibitors of bovine MsrA | inhibition, % at 15.5 µM | actives 0.75% (n = 360,000) | purified bovine MsrA, absorbance read-out | AID 651718; in the data active = inhibition above about 4.5%;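 note: 0% = vehicle wells with enzyme and 100% = reference inhibitor wells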
FAS TE block: FAS thioesterase (human) inhibition; P49327; recombinant FAS-TE, OMFH fluorogenic substrate, fluorescence endpoint; inhibition, % at 15 µM; actives 0.67% (n = 360,000); AID 602261;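 active = compounds whose normalised, plate-corrected inhibition of enzyme fluorescence in the single-dose primary screen is 50% or more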;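 note: 0% = DMSO with enzyme and 100% = substrate without enzyme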
SKN-1 block: blocks SKN-1 activity in C. elegans; C. elegans VP596 Pgst-4::GFP/RFP ratio, acrylamide-induced, 24 h; inhibition, % at 21.8 µM; actives 0.49% (n = 360,000); AID 624304;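 active = interference check ratio from 0.5 to 1.5 plus GFP to RFP signal ratio inhibition reaching or exceeding a fixed threshold, cut at about 30% in these data, passing the limit was not always enough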; note: some compounds called inactive have numbers as strong as hits
TbMetRS inhib: blocks T. brucei methionyl-tRNA synthetase activity | purified T. brucei MetRS, ATP depletion, Kinase-Glo luminescence | inhibition, % at 11.9 µM | actives 0.4% (n = 360,000) | AID 624268;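 active = inhibition above a per-plate cutoff of the control wells' mean inhibition plus 3 SD, cut at about 5.5% in these data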;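 note: 0% = DMSO wells median and 100% = median of wells with control inhibitor compound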
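Measured by: Kinase-Glo luciferase luminescence reporting remaining unconsumed ATP. Material: purified T. brucei MetRS enzyme. Doses: 11.9 µM compound single dose, 0.9% DMSO. Medium: HEPES buffer containing pyrophosphatase, BSA, spermine, DTT. Times: 15 min preincubation, 2 h reaction, all 25 °C. Reagent: methionine, ATP and bulk E. coli tRNA.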
MT1-MMP act inh: blocks activation of human MT1-MMP | actives 0.061% (n = 360,000) | GFP/RFP ratio change, % at 20 µM | P50281 | HT1080 RFP-PRO-GFP cells, GFP/RFP ratio fluorescence, overnight; percent of plate control window, DMSO zero;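 active = GFP/RFP ratio change of at least 30% with cell ATP level not reduced by more than half and red fluorescence within 50% of control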; note: strong numbers were not always called active
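Assay system: RFP-PRO-GFP reporter HT1080 cells; read-out basis: GFP/RFP fluorescence ratio; benchmarks: DMSO wells and RFP-L50D-GFP cells; doses: 20 µM single dose, 1% DMSO; schedule: overnight cell settling, then overnight compound exposure, 37 °C, 5% CO2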
NRP1-CendR mod: alters CendR peptide binding to human NRP-1; FAM-RPARPAR peptide binding to NRP-1, fluorescence polarization; actives 0.85% (n = 360,000); inhibition, % at 25 µM;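 active = inhibition or corrected inhibition above about 18%, plus a signal ratio from 0.5 to 1.5, limit read from the data, passing the limit was not always enough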; note: strong numbers were not always called active
PABP1 MLLE inh: blocks PAM2 peptide binding to the PABP1 MLLE domain. P11940. GST-MLLE / FITC-PAM2 fluorescence polarization. inhibition, % at 20 µM. actives 0.36% (n = 360,000). AID 588489; in the data active = inhibition above about 35%, passing the limit was not always enough;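 note: plate controls were DMSO wells with GST-MLLE for no effect and wells lacking GST-MLLE protein for full effect; some results filed as inactive read as strong as hits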
An asterisk follows results filed as active; nt = not tested or not shown.

SMILES	MsrA act	eLon inh	MsrA inh	FAS TE block	SKN-1 block	TbMetRS inhib	MT1-MMP act inh	NRP1-CendR mod	PABP1 MLLE inh
CCc1c(C)nc2c(C#N)c(C)[nH]n2c1=O	-11.5	-1.4	-0.8	-18.6	-20.9	-3.3	-4.4	-9.8	-6.4
COC(=O)c1[nH]c2ccccc2c1NC(=O)CN1CCCCCC1	-3.0	-2.5	-0.1	-6.8	-7.1	-0.2	-4.0	1.4	-51.7
Cc1ccc(/C=C/C(=O)NC(=S)Nc2ccccc2C(=O)NC2CCCCC2)cc1	-1.8	-13.2	-0.2	2.7	10.2	0.1	-4.1	-2.7	12.2
COc1ccccc1CNC(=O)COn1nnc2ccc(S(=O)(=O)N3CCOCC3)cc21	-3.0	0.3	-1.3	-7.5	8.9	-0.4	2.1	8.5	-4.9
CN(C1CCS(=O)(=O)C1)S(=O)C12CC3CC(CC(C3)C1)C2 (centres undefined)	1.0	-1.7	-0.8	-5.1	14.6	-0.3	-0.2	11.4	16.9
CCCNC(=O)CN(C)C(=O)c1n[nH]c2ccccc12	-3.2	-0.5	1.1	-6.7	3.1	-0.5	23.9	-13.0	0.1
C=CCC1CCCCC12NC(=O)N(c1ccccc1)N2 (centres undefined)	-3.4	3.1	0.2	-1.2	-2.9	-0.4	-2.7	3.9	9.4
N#C/C=C\Oc1ccc(Cl)cc1N	-3.2	-11.8	1.1	-2.2	6.5	-0.1	2.5	-3.7	-12.1
O=C1CCC(C(=O)N2CCC(CCO)CC2)CN1Cc1ccc(Cl)cc1 (centres undefined)	0.3	5.7	0.2	-6.9	-8.0	-0.3	1.7	17.6	-14.3
Cc1cc(C)c(CN2CCN(CCCn3ccc(NC(=O)OCc4ccccc4)nc3=O)CC2)c(C)c1	2.1	-5.5	0.0	-2.4	11.5	-1.4	-2.6	-4.5	-7.0
CCCCOC(=O)C1=C(C)NC2(O)c3ccccc3C(=O)C12O (centres undefined)	3.1	-2.5	0.5	-1.9	-5.5	0.5	1.4	15.5	3.4
COc1ccc(/C=C/C(=O)ONC2=NCCCCC2)cc1OC	-1.2	-0.9	4.2	-1.5	-10.1	0.3	2.0	-4.1	3.2
COc1ccc(OCc2nnc(SCC(=O)NCC3CCCO3)n2N)cc1 (centres undefined)	-6.9	4.4	0.5	-5.4	6.3	-0.5	2.9	-12.1	31.0
COc1ccc2c(c1)CCc1c(C(=O)N3CCOCC3)noc1-2	-2.2	-1.3	1.0	-5.4	4.9	-0.7	2.7	9.6	1.5
Cc1cc(C(=O)N/N=C/c2c(C)nn(-c3ccccc3)c2C)c(C)o1	-1.4	1.1	0.5	0.4	6.8	-0.2	4.8	4.3	-16.9
CCOC(=O)/C=C1/N(C)c2ccccc2C1(C)C	-4.8	-5.3	3.2	5.8	12.6	-0.8	3.4	1.7	-6.6
Cc1ccc(NC(=O)NC(=O)COc2c(F)c(F)cc(F)c2F)c(C)c1	-1.9	7.7	-0.3	-3.4	11.2	-0.2	2.4	-2.4	10.7
OCCNNC(=S)NC1CC2C=CC1C2 (centres undefined)	-0.9	2.3	0.8	-8.7	2.0	0.1	1.0	1.0	11.1
O=C(Cc1c(F)cccc1Cl)N(Cc1ccccc1)c1ccccn1	-2.3	0.8	0.0	3.5	1.8	-0.4	-3.1	10.1	-4.7
COCCOC(=O)C1=C(C)NC(=O)NC1c1cccc(F)c1 (centres undefined)	-2.5	-9.0	-0.2	-2.8	-19.4	0.5	0.2	-4.1	-2.6
CC(=O)Nc1ccccc1NC(=O)c1ccccc1	-3.5	-5.9	-0.9	-9.2	-2.6	-0.1	5.0	-0.1	-3.1
Cc1cc(=O)oc(C)c1C(=O)OCC(=O)c1ccccc1	-8.8	-4.0	-0.6	-3.4	-13.1	0.1	1.9	9.9	10.0
O=C(Nc1ccccc1C(=O)O)c1cc(S(=O)(=O)NCc2ccccc2)ccc1Cl	-2.6	-17.8	-0.2	-1.8	-7.6	0.6	-2.6	-5.5	6.3
O=[N+]([O-])c1ccc(NC2CCCCC2)nc1	-3.1	-1.4	2.0	2.5	-9.6	-0.3	-0.7	-0.5	-4.5

Record cards, as listed above:
COC(=O)c1[nH]c2ccccc2c1NC(=O)CN1CCCCCC1 in the list: MsrA act: -3.0; eLon inh: -2.5; MsrA inh: -0.1; FAS TE block: -6.8; SKN-1 block: -7.1; TbMetRS inhib: -0.2; MT1-MMP act inh: -4.0; NRP1-CendR mod: 1.4; PABP1 MLLE inh: -51.7
CN(C1CCS(=O)(=O)C1)S(=O)C12CC3CC(CC(C3)C1)C2 (centres undefined) in the list: MsrA act: 1.0; eLon inh: -1.7; MsrA inh: -0.8; FAS TE block: -5.1; SKN-1 block: 14.6; TbMetRS inhib: -0.3; MT1-MMP act inh: -0.2; NRP1-CendR mod: 11.4; PABP1 MLLE inh: 16.9

Next section
SMILES	MsrA act	eLon inh	MsrA inh	FAS TE block	SKN-1 block	TbMetRS inhib	MT1-MMP act inh	NRP1-CendR mod	PABP1 MLLE inh
Cc1nnc(SCC2=C(C(=O)O)N3C(=O)C(NC(=O)Cc4ccccc4)C3SC2)s1 (centres undefined)	0.1	-5.7	0.7	-17.7	27.4	-0.3	-5.8	-21.7	23.0
CCOc1ccc(Cl)cc1CNCCNCCO	-1.0	-0.5	-1.3	-4.8	11.1	-0.4	-1.2	-7.2	8.6
O=C(/C=C/c1cccc([N+](=O)[O-])c1)NCCN1CCOCC1	-3.5	-0.5	0.3	-2.8	7.1	-0.2	-0.9	3.6	0.9
O=S(=O)(c1ccccc1)c1cccc(S(=O)(=O)N2CCCCC2)c1	1.1	-2.9	0.7	13.4	-6.2	1.4	1.6	-3.6	5.2
Cc1nn(CC(=O)Nc2cccc(S(N)(=O)=O)c2)c(C)c1[N+](=O)[O-]	-6.7	-3.9	-0.9	-6.7	-2.0	-0.5	6.4	3.4	-5.0
COc1ccc(Nc2nc(N)c([N+](=O)[O-])c(NCc3ccccc3)n2)cc1	-7.7	-2.6	0.3	26.1	1.4	-0.7	-5.6	3.5	-8.4
Cc1ccc(C)c(NC(=S)NCC(c2cccnc2)N2CCOCC2)c1 (centres undefined)	-2.5	-6.0	-1.3	-12.5	4.3	0.0	1.5	-5.1	7.8
CNc1ccccc(-c2ccc3ccccc3n2)c1=O	-2.3	2.0	0.3	-6.1	17.3	0.2	-27.8	-5.9	19.5
CSc1ncccc1C(=O)Nc1nc2ccc(Oc3ccccc3)cc2s1	-3.7	-2.6	2.4	-39.8	-1.7	-0.4	-7.3	-11.9	1.1
COc1cccc(OCCCCN2CCCCC2)c1	-5.8	-7.4	-0.5	-9.6	-26.0	-0.8	-0.8	10.2	9.9
Cc1c(NC(=O)c2cccnc2Cl)c(=O)n(-c2ccccc2)n1C	-1.0	-0.4	nt	-2.3	-0.6	0.0	-0.7	-2.8	2.1
O=C(NC(=S)N(CC1CCC1)CC1CCCO1)c1cccc([N+](=O)[O-])c1 (centres undefined)	2.3	-5.8	0.5	22.2	0.7	0.1	3.9	-13.3	27.4
O=C(NC1CCCc2ccccc21)c1ccc(S(=O)(=O)N2CCOCC2)cc1 (centres undefined)	-1.9	-13.2	0.0	-0.6	0.4	0.1	0.6	12.5	-8.9
COC(=O)c1ccc(OCCOCCOc2cccc3ccc(C)nc23)cc1	-1.9	-4.6	0.1	-3.8	12.1	-0.2	-5.9	-10.6	10.9
Clc1ccc(-c2nnc(-c3ccccc3)o2)c(Cl)c1	-1.1	-1.2	0.9	15.7	69.0*	-0.4	1.0	-5.0	4.5
CCCCC(=O)N(c1ccc(OCC)cc1)C1C=CS(=O)(=O)C1 (centres undefined)	-0.5	-3.2	0.7	-4.9	7.1	0.2	-0.7	7.6	9.1
O=C(Nc1ccccc1C(=O)O)c1ccc2c(c1)C(=O)N(c1cccc([N+](=O)[O-])c1)C2=O	-5.0	6.0	0.3	0.7	-10.0	-0.5	-1.2	-27.6	26.0
COc1cccc(-c2nc3ccc(C(=O)NC(C)Cc4cccnc4)cc3o2)c1 (centres undefined)	-5.7	5.7	0.4	2.2	0.7	-0.8	2.7	-4.7	2.9
CCOc1ccccc1NC(=O)/C=C/C(N)=O	-1.9	-8.5	1.2	-5.9	5.3	-0.5	12.2	-10.8	26.3
Cc1cccc(CN2CCN(Cc3cccc4nonc34)CC2CCO)n1 (centres undefined)	-2.5	-4.2	2.0	-5.6	-2.9	-0.3	-1.5	17.3	-12.2
Cc1ccc(S(=O)(=O)NN=C2C(=O)C3CCC2C3Cl)cc1 (centres undefined)	-2.3	-3.1	0.8	-6.7	4.4	-0.1	1.3	11.5	13.6
O=C(NCCc1ccc(Cl)cc1)C1CCC(=O)N(C2CCCCCC2)C1 (centres undefined)	-1.0	-6.1	-0.3	-5.4	7.1	-0.1	2.4	1.8	11.3
O=C(Nc1ccc(-c2nnc(-c3ccccc3)o2)cc1)c1ccc(Br)o1	-3.0	-12.3	-0.1	10.6	34.6*	-0.7	2.9	2.0	-11.5
COc1ccc(-c2c(C(=O)O)nc3ccccc3c2C(=O)O)cc1	-5.3	-10.9	0.2	-10.9	25.6	-0.4	-3.4	9.8	-19.4
COc1cccc(CN(C)C(=O)c2ccc(S(=O)(=O)N3CCCC3)cc2)c1OC	-1.6	-4.4	-0.9	-2.3	7.6	-0.2	2.5	6.0	-5.6
CCOC(=O)c1ccc(NC(=O)CN2C(=O)C(=O)N(CC(C)C)C2=O)cc1	-1.2	1.5	0.1	-1.1	7.0	0.0	4.1	-2.9	-17.0
CN1C(=O)/C(=C/c2ccc(OC(=O)c3ccco3)cc2)SC1=S	4.2	-57.8	-0.3	-0.5	-0.6	-0.2	-53.5	-36.5	-35.6
N#C/C(=C/c1cccc(O)c1)C(=O)NCc1ccc(Cl)cc1	-0.3	-12.9	-0.4	12.7	17.5	0.5	-0.4	-3.3	-0.4
COc1ccc2[nH]c(C(O)(Cc3cccnc3)Cc3cccnc3)cc2c1	-2.5	0.2	-0.3	-6.2	-5.9	-0.6	0.4	4.8	0.0
COc1ccc2cc(CCNC(=O)c3c(-c4ccccc4Cl)noc3C)c(=O)[nH]c2c1	-6.2	-4.3	0.4	-5.1	-18.2	-0.8	4.7	-0.8	11.9
O=C(c1ccccc1)c1ccc2nc(N3CCN(C(=O)c4ccco4)CC3)c3nncn3c2c1	-3.3	-27.2	2.2	17.7	-4.7	0.1	-4.2	-32.9	-14.4
CC(NC(=S)NNS(=O)(=O)c1ccc(C(C)(C)C)cc1)c1ccccc1 (centres undefined)	3.1	1.7	1.5	4.7	0.2	-0.5	4.4	8.6	-16.8
COc1ccc(CNC(=O)CN(c2ccccc2OC)S(=O)(=O)c2cccs2)cc1	-1.8	3.8	-0.6	4.3	9.9	-0.3	-6.8	-9.5	-28.6
CC1c2cc3c(cc2CCN1CC(=O)Nc1ccccc1)OCCCO3 (centres undefined)	0.1	-13.4	0.4	4.1	-7.2	-0.1	-1.3	6.0	2.8
CCOC(=O)C1=CN(Cc2cccc(F)c2)S(=O)(=O)N(C)C1CCc1ccccc1 (centres undefined)	-3.7	-5.2	0.4	25.8	0.0	-1.7	-2.3	5.9	-2.6
